hcDAF12 agonist: H. contortus DAF-12 nuclear receptor activators, primary screen, cell-based, luminescence, HEK293, lit1-tk-luc reporter; HEK293 hcDAF-12 lit1-tk-luc reporter; 0% DMSO, 100% Δ7-dafachronic acid; activation, % at 6.8 µM; 1.4% of 370,000 active; AID 652067, 2013;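 active means activation above the mean of all tested compounds plus 3 SD, cut at about 5.5% in these data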;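 further: 100% = response to 3 µM Δ7-dafachronic acid high control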
hgDAF12 agonist: H. glycines DAF-12 receptor agonists, primary screen, cell-based, luminescence, HEK293, GAL4 fusion, UAS-luciferase; Nuclear hormone receptor DAF-12 (Heterodera glycines), GAL4 fusion; HEK293 GAL4-hgDAF12 UAS-luciferase reporter, agonist luminescence; normalized to butyrate control; activation, % at 6.8 µM; 1.8% of 370,000 active; AID 687014, 2013;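 active means activation above a cutoff set at the mean of all screened compounds plus 3 SD, cut at about 10% in these data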;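 further: 0% = DMSO wells and 100% = sodium butyrate wells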
NR1D1 modulator: modulators of Rev-erb alpha DNA binding, primary screen, biochemical, FITC-DNA, fluorescence polarization, uHTS; Rev-erbα–FITC-DNA binding, 90 min; activity, % at 10 µM; 0.79% of 370,000 active;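 active means activity above about 14%, limit read from the data; passing the limit was not always enough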;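 further: 0% = DMSO wells with 35 nM protein and 100% = DMSO wells with 750 nM protein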
ADAM17 inh: ADAM17 inhibitors, primary screen, biochemical, QFRET; inhibition, % at 6.95 µM; Disintegrin and metalloproteinase domain-containing protein 17 (Homo sapiens), P78536; 0.83% of 370,000 active; recombinant ADAM17, EDANS/DABCYL FRET peptide cleavage;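 active means inhibition above the mean of compounds lying between control limits plus 3 SD, set per campaign, cut at about 8.5% in these data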;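 further: 0% = DMSO-only wells as the low control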
PLC-gamma1 inh: PLC-gamma1 enzyme inhibitors, primary screen, biochemical, fluorescence, purified enzyme. fluorogenic substrate. inhibition, % at 12.2 µM. 0.84% of 370,000 active. AID 720700, 2013; in the data active means inhibition above about 9.5%
Target sequence (P19174 whole entry, looked up): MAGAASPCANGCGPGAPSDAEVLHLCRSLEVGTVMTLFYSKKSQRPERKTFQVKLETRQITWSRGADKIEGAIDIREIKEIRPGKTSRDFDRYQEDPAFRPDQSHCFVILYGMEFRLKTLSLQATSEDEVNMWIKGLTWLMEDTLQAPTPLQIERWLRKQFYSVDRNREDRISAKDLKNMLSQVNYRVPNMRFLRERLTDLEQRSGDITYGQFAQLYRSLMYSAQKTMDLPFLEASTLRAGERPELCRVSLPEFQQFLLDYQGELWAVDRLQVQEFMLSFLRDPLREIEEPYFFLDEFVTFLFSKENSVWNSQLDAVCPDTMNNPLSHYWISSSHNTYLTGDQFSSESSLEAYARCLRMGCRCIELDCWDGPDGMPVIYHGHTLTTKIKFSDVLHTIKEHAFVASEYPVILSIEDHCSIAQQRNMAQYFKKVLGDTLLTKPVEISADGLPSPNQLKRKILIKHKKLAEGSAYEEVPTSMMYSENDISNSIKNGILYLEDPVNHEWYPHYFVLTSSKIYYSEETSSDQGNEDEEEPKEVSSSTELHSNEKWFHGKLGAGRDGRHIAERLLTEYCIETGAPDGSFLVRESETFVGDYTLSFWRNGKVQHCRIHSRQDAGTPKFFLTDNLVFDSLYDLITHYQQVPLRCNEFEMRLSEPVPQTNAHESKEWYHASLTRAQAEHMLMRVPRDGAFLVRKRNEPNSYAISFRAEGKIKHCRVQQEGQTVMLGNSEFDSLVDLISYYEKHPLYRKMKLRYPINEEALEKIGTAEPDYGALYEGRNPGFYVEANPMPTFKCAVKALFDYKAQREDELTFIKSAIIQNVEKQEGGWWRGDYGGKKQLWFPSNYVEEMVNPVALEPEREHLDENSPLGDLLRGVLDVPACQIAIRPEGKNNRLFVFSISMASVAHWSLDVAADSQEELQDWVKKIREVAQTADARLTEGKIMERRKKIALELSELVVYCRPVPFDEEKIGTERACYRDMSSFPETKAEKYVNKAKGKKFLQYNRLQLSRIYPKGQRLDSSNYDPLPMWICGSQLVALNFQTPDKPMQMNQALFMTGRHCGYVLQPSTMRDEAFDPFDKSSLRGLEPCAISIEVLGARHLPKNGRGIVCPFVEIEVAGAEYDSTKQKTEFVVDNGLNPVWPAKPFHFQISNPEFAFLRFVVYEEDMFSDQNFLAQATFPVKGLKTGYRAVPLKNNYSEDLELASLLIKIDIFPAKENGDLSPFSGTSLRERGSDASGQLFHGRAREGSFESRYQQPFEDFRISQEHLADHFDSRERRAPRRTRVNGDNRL
ssDAF-12 act: S. stercoralis DAF-12 nuclear receptor activators, primary screen, cell-based, luminescence, HEK293, GRIP1 co-expression, lit1-tk-luc. Nuclear hormone receptor DAF-12 (Strongyloides stercoralis). HEK293 ssDAF-12/GRIP1 lit1-tk-luc reporter; % of 3 µM dafachronic acid response. activation, % at 6.8 µM. 1% of 370,000 active. AID 652126, 2013;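 active means activation above the mean over all tested compounds plus 3 SD, cut at about 0.9% in these data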;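 further: 0% = DMSO-only wells and 100% = 3 µM delta7-dafachronic acid wells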
DAX1 inh-1: DAX1 (NR0B1) inhibitors on StAR promoter, primary screen, cell-based, luminescence, SF-1 (NR5A1), full-length DAX-1 | HEK293T StAR-luciferase reporter, SF-1/DAX-1 repression relief | 1.1% of 370,000 active | AID 652010, 2013 | inhibition, % at 6.8 µM;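 active means inhibition above the mean over all tested compounds plus 3 SD, cut at about 3.6% in these data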;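 further: 0% = DAX-1 cells with DMSO and 100% = cells lacking DAX-1 with DMSO; higher inhibition means more luminescence from relief of DAX-1 repression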
SMARCA2 act: SMARCA2 (BRM) function activators, primary screen, cell-based, luminescence, high throughput | MG213 cells, MMTV-luciferase reporter, dexamethasone, overnight | 1% of 370,000 active | activation, % at 9.1 µM; in the data active means activation above about 7.8%;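 further: 0% = vehicle wells and 100% = reference activator wells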
MBD2 inh: inhibitors of MBD2 binding to methylated DNA, primary screen, biochemical, TR-FRET, DNA-binding domain, human. Methyl-CpG-binding domain protein 2 (Homo sapiens), Q9UBB5. MBD2 binding to methylated oligonucleotide. inhibition, % at 4.4 µM. 0.31% of 370,000 active; in the data active means inhibition above about 13%
PLC-beta3 inh: human PLC-beta3 inhibitors, primary screen, biochemical, fluorescence. Purified PLC-beta3, fluorogenic substrate. inhibition, % at 12.2 µM. 0.18% of 370,000 active; in the data active means inhibition above about 11%;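 further: 0% = median of compound wells on plate and 100% = full blocker control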
DAX1 inh-2: DAX1 (NR0B1) inhibitors, primary screen, cell-based, HEK293, Gal4-DAX1, luciferase luminescence; HEK293 Gal4-DAX1 luciferase reporter; inhibition, % at 6.75 µM; 0.99% of 340,000 active; AID 504766, 2011;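 active means inhibition above the mean over all tested compounds plus 3 SD, cut at about 4.2% in these data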;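 further: 0% = DAX1-transfected cells with DMSO and 100% = empty-vector control cells with DMSO; inhibition shows as a rise in luminescence from relieved DAX1 repression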
* = called active by the depositor; i = inactive; . = not tested or not shown.

SMILES	hcDAF12 agonist	hgDAF12 agonist	NR1D1 modulator	ADAM17 inh	PLC-gamma1 inh	ssDAF-12 act	DAX1 inh-1	SMARCA2 act	MBD2 inh	PLC-beta3 inh	DAX1 inh-2
Nc1c(-c2ccc(Cl)cc2)cnc2ncnn12	-0.3	-0.7	4	1	6	-1.6	0.0	6	3	5	-0.3
COc1cc(/C=C/[N+](=O)[O-])ccc1OC(=O)/C=C/c1ccc(F)cc1	0.2	-1.2	3	-1	4	-1.2	0.6	-2	-1	-4	1.2
Cc1cc(C)c2c(N)c(C(=O)N/N=C/c3ccccc3)sc2n1	0.5	2.5	9	-21	-69	-0.6	1.0	3	-2	-112	8.7*
Cc1cc(NC(=O)COC(=O)CSCc2ccc(Cl)c(Cl)c2)no1	-1.0	2.9	1	-1	0	-0.4	0.3	0	1	3	0.5
CC(c1ccc(Br)cc1)N1CC23C=CC(O2)C(C(=O)O)C3C1=O (stereo not drawn)	-0.3	0.5	7	-1	3	-0.9	0.2	0	5	6	-1.0
Nc1ccc(-n2nnnc2-c2ccco2)cc1	-1.4	0.6	-2	-4	-1	-1.4	-1.2	0	-7	-1	-2.2
Cc1cc(C)c(S(=O)(=O)c2cccc(Br)c2C)c(Cl)n1	-0.2	-0.2	-3	-2	2	-1.0	0.2	-2	-3	-6	-0.4
C=CCNC(=O)c1ccccc1NS(=O)(=O)c1ccc(SC)cc1	-1.4	-2.0	0	-1	-3	-1.4	0.0	-3	1	-44	0.0
Cc1ccc(NC(=O)CS(=O)Cc2nc(-c3ccc(C)cc3)oc2C)cc1 (stereo not drawn)	0.2	0.2	1	-2	-1	-0.3	0.3	-1	-4	-1	-1.1
CC1CN(c2nc3ccccn3c(=O)c2C=O)CC(C)O1 (stereo not drawn)	0.6	-0.7	2	1	-7	-0.2	0.9	1	-2	-11	1.0
CCc1cc(C(=O)N2CCCC(C(=O)c3ccc(C(F)(F)F)cc3)C2)n(C)n1 (stereo not drawn)	0.2	0.3	0	-1	2	-1.4	-1.7	1	-2	-2	-0.2
CCOc1ccc2oc(C(=O)N3CCN(c4ccccn4)CC3)c(C)c2c1	2.8	-1.0	6	-5	-9	-0.5	-1.3	-2	1	-19	0.7
CCc1ccc(/C=C(/C#N)C(N)=S)s1	1.1	-1.9	2	-1	-1	-0.2	-0.2	0	-4	0	0.3
CCN(CC)C(=S)SC1CCCCN(C(=O)c2ccc(F)cc2)C1=O (stereo not drawn)	-0.9	0.2	2	-3	1	-1.1	-0.5	-2	3	-3	2.2
CCOC(=O)Cc1csc(NC(=O)COc2ccccc2OCC)n1	-1.7	0.3	2	2	1	-1.0	-1.0	2	2	0	0.5

An excerpt from above in order of count of non-hydrogen atoms, descending.
SMILES	hcDAF12 agonist	hgDAF12 agonist	NR1D1 modulator	ADAM17 inh	PLC-gamma1 inh	ssDAF-12 act	DAX1 inh-1	SMARCA2 act	MBD2 inh	PLC-beta3 inh	DAX1 inh-2
Cc1cc(C)c(S(=O)(=O)c2cccc(Br)c2C)c(Cl)n1	-0.2	-0.2	-3	-2	2	-1.0	0.2	-2	-3	-6	-0.4
Nc1ccc(-n2nnnc2-c2ccco2)cc1	-1.4	0.6	-2	-4	-1	-1.4	-1.2	0	-7	-1	-2.2
CCc1ccc(/C=C(/C#N)C(N)=S)s1	1.1	-1.9	2	-1	-1	-0.2	-0.2	0	-4	0	0.3

Looked up above.
Entry for Nc1c(-c2ccc(Cl)cc2)cnc2ncnn12 under PLC-beta3 inh: 5
Entry for C=CCNC(=O)c1ccccc1NS(=O)(=O)c1ccc(SC)cc1 under PLC-gamma1 inh: -3
Entry for Cc1cc(C)c2c(N)c(C(=O)N/N=C/c3ccccc3)sc2n1 under PLC-gamma1 inh: -69
Entry for Cc1cc(C)c(S(=O)(=O)c2cccc(Br)c2C)c(Cl)n1 under PLC-gamma1 inh: 2

The listing picks up, repeating the two entries before the break.
SMILES	hcDAF12 agonist	hgDAF12 agonist	NR1D1 modulator	ADAM17 inh	PLC-gamma1 inh	ssDAF-12 act	DAX1 inh-1	SMARCA2 act	MBD2 inh	PLC-beta3 inh	DAX1 inh-2
CCN(CC)C(=S)SC1CCCCN(C(=O)c2ccc(F)cc2)C1=O (stereo not drawn)	-0.9	0.2	2	-3	1	-1.1	-0.5	-2	3	-3	2.2
CCOC(=O)Cc1csc(NC(=O)COc2ccccc2OCC)n1	-1.7	0.3	2	2	1	-1.0	-1.0	2	2	0	0.5
COc1cccc2c1OC1(C)CC2NC(=O)N1 (stereo not drawn)	-1.0	0.6	-3	0	1	-1.7	-0.3	-1	1	4	-2.1
CC(=O)c1cccc(-c2cnc3c(NC=O)cc(-c4cccc(C(=O)N(C)C)c4)cn23)c1	-0.9	1.0	-6	-2	-13	-1.3	-0.8	-1	-4	-22	.
COc1cccc(Cn2cnc3c(NS(=O)(=O)c4cc(Cl)ccc4Cl)c(C)c(C)cc32)c1	-3.0	0.3	5	8.9*	4	-0.7	0.1	-2	2	1	-0.9
NCCN1C(=O)S/C(=C\c2ccc3c(c2)OCO3)C1=O	-6.5	-12	-6	-2	-6	-2.4	-0.6	-7	-7	-13	-3.3
O=C(CN1C(=O)c2ccccc2C1=O)Nc1cccc(O)c1	-0.2	0.3	-1	-4	-1	-1.5	0.2	-2	1	-7	3.6
O=C(Cn1cnc2nc3n(c2c1=O)CCC3)NCc1ccccc1	0.9	0.5	-1	-3	0	-1.8	0.5	-1	0	2	0.2
CCOc1ccc(S(=O)(=O)NCCC(=O)NCc2ccc(OC)c(OC)c2)cc1	-0.1	0.2	4	-1	-4	-1.5	0.5	0	-1	-6	-0.6
Clc1cccc(Cc2c(-c3ccccc3)nc3ccc(Cl)cn23)c1	-1.1	4.2	-4	-9	-4	-0.8	0.2	3	-2	-9	.
Cc1[nH]c2ccccc2c1CC(=O)O	2.0	-2.4	5	-15	-97	0.3	-0.2	-5	-6	-137	2.5
Cc1ccc2cc(C(c3nnnn3C3CCCC3)N3CCOCC3)c(=O)[nH]c2c1C (stereo not drawn)	-0.7	1.6	0	-7	0	-1.5	-0.5	-1	2	-2	0.2
COc1ccccc1N1CCN(CCCC(=O)c2ccc(F)cc2)CC1	-2.2	-1.5	-4	-5	0	-0.6	-0.4	-3	1	1	0.5
O=C(CCCN1C(=O)/C(=C/c2cccs2)SC1=S)NNC(=O)c1ccccc1O	-0.1	-2.5	6	-2	2	-1.6	-0.4	0	-1	5	-0.8
CNc1cncc(-c2ccc(S(C)(=O)=O)cc2)n1	-0.5	9.6	-1	i	i	-0.6	-0.8	-1	0	i	.
CCOC(=O)N1CCN(C(=O)COC(=O)c2ccc(Cl)nc2)CC1	-1.0	-2.9	-8	-3	0	-0.4	0.0	3	-2	-1	0.8
CCOC(=O)C1=C(C)N(C)C(C)=C(C(=O)OCC)C1c1ccc(Cl)cc1	1.9	0.3	0	4	-12	-1.0	1.4	2	6	-11	3.4
CC1=C(C(=O)OCc2ccccc2)C(c2ccc(Br)cc2)NC(=O)N1CCCC(=O)O (stereo not drawn)	-0.8	-0.2	-3	-3	2	-1.4	0.0	3	1	2	.
CCn1ncc(Br)c1C(=O)Nc1ccn(C23CC4CC(CC(C4)C2)C3)n1	-2.0	-1.3	-3	-1	3	-1.4	-0.1	-1	-1	3	-0.8
CCC(C)c1ccccc1OCCCN(C)Cc1ccccc1 (stereo not drawn)	0.7	-1.5	2	-1	6	-0.4	0.1	-1	3	-3	1.1
COc1ccc(OC)c(/C=N/NC(=O)c2[nH]nc3c2CCc2ccccc2-3)c1	-3.8	1.3	3	-65	-213	-1.7	-0.2	-1	-6	-228	-2.0
CCOC(=O)c1snc2c(=O)[nH]cnc12	-1.8	3.8	-5	-78	-165	-1.0	-0.2	-2	-6	-203	1.6
CC(C)C[C@H]1COc2cc(N3CCC[C@@H]3CO)ccc2S(=O)(=O)N1	2.1	0.6	3	-2	4	0.7	-2.5	4	-2	2	.
CCN(CC)S(=O)(=O)c1cccc(C(=O)NCCCN2CCOCC2)c1	-0.4	2.0	-1	-5	-1	-1.3	-0.1	-1	5	3	-1.4
Cc1ccn2c(CNC(C)CCn3cccn3)c(C(=O)N3CCCCCC3)nc2c1 (stereo not drawn)	-0.9	-0.1	-1	-4	-2	-1.0	-0.5	-1	0	-5	-2.0
CCN(C[C@H]1N[C@@](CC)(C(=O)OC)[C@H]2C(=O)N(C)C(=O)[C@@H]12)C(=O)c1ccc(C(C)(C)C)cc1	1.9	0.1	4	-4	1	-0.9	0.7	-1	5	-1	0.6
CC(=O)Nc1nn(C)c2nc3ccc(C)cc3cc12	-1.5	-0.8	-6	-16	-168	-0.7	0.4	-3	-4	-217	-0.8
COc1cc(OC)cc(C(=O)NC(C(=O)OCn2nnc3ccccc3c2=O)C(C)C)c1 (stereo not drawn)	-2.4	-0.5	0	-5	-4	-1.0	-1.2	-2	-1	-7	0.9
COc1ccccc1NS(=O)(=O)c1cc(NC(=O)c2ccco2)ccc1N1CCOCC1	-0.9	-3.0	-3	-3	2	-1.9	0.8	3	4	-4	0.1
CCc1nnc(NC(=O)c2nc(S(=O)(=O)Cc3ccc(C)cc3)ncc2Cl)s1	-5.2	-6.4	1	-3	-1	-1.8	-1.0	-14	-1	-14	0.1
CCn1cc(C(=O)NCCc2ccc(OC)c(OC)c2)c(=O)c2cc(S(=O)(=O)N3CCOCC3)ccc21	-1.8	3.5	0	1	0	-0.9	0.6	3	-2	2	1.1
O=C(COc1ccc(Br)cc1)Nc1ccc(C(=O)Nc2ccccc2C(=O)O)cc1	-1.7	1.7	4	2	-1	-0.8	0.1	-2	-1	-9	-0.4
CC(NC(=O)c1ccc(CS(=O)(=O)Cc2ccccc2F)o1)c1ccc2c(c1)OCCO2 (stereo not drawn)	-2.3	-2.3	-1	-1	4	-1.3	-0.2	2	2	-1	-1.4
COc1cccc(CN(C)C(=O)c2ccc(NS(=O)(=O)c3ccc4[nH]c(=O)[nH]c4c3)cc2)c1OC	0.7	0.9	-4	-6	-2	-0.6	-1.1	-4	10	-6	0.4
Cc1ccc2c(c1)N(CC(=O)N1CCCC(C)C1)C(=O)CO2 (stereo not drawn)	-0.6	-2.6	4	0	0	-1.0	-0.2	-2	2	-8	-0.8
CCC(NC(=O)Nc1cc(OC)c(OC)c(OC)c1)(C(F)(F)F)C(F)(F)F	-1.5	2.3	-2	-5	0	-0.8	-0.3	-1	2	4	-1.0
O=C(CCN1N=C(c2ccccc2)CCC1=O)NC1CCCCC1	0.4	1.6	5	-6	1	-0.9	0.4	-1	6	-1	0.2
Cc1c(C(=O)O)cccc1[N+](=O)[O-]	-1.2	0.8	-6	1	-2	-1.6	0.3	0	4	-2	0.3

Screens (PubChem BioAssay)
